HTR5A ag ctr – counter-screen for OPRM1-OPRD1 agonists: human HTR5A agonism; P47898; HTR5A agonist assay, luminescence, cell-based; activation, % at 9.3 µM; 340,000 compounds, 0.61% hits; in the data active = activation mostly above about 9.5%, no sharp cut-off; inactive = mostly below about 7.6%;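 also: 0% = cells with vehicle only and 100% = reference agonist; strong numbers were not always called active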
Mot1-301 SUMO – inhibitors of SUMOylation pathway: yeast Mot1-301 growth rescue. S. cerevisiae Mot1-301 growth rescue, ATP luminescence, 38.5C; percent above DMSO median, 100 means doubled. growth rescue, % at 18.8 µM. 320,000 compounds, 1% hits. AID 2716;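 active = every valid replicate shows activation above 250% relative to neutral control wells; inactive = the rest, any valid replicate at or below 250%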;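 also: OY570 slx delta 5 strain wells were the positive control but not used for scaling; some compounds called inactive have numbers as strong as hits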
E coli growth – reduces bacterial viability in AddAB counter-screen; E. coli V3065 growth, OD600 absorbance, 18 h; inhibition, % at 11.9 µM; 330,000 compounds, 0.27% hits;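 active = inhibition above the campaign's mean inhibition across all tested compounds plus 3 SD, cut at about 9.9% in these data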;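 also: uninfected addAB+ strain grown without phage in ampicillin broth; 0% = DMSO wells and 100% = ciprofloxacin 0.95 µg/ml wells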
PKA-R1A activ – activates the PKA-R1A holoenzyme complex. P00514+P68181. AID 504707. PKA-R1A dissociation, Cy5-IP20 fluorescence polarization; scaled: DMSO 0%, 113 µM cGMP 100%. activation, % at 11.4 µM. 340,000 compounds, 0.083% hits;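 active = percent activation above the mean of all tested compounds plus 3 SD, cut at about 19% in these data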;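 also: higher means more PKAc released from R1A so a rise in polarization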
HTR5A inv ag – HTR5A inverse agonism, opioid heterodimer counter-screen; AID 504634; inhibition, % at 9.3 µM; P47898; HTR5A cell line, luminescence; 340,000 compounds, 0.083% hits; in the data active = inhibition mostly above about 23%, no sharp cut-off; inactive = mostly below about 18%;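 also: 0% = cells with DMSO and 100% = no-cell wells with DMSO; some compounds called inactive have numbers as strong as hits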
PfHsp90 set2 – inhibits growth of yeast expressing Plasmodium falciparum Hsp90; 310,000 compounds, 0.32% hits; inhibition, % at 9.4 µM; S. cerevisiae expressing PfHsp90, BacTiter-Glo ATP, 48 h; yeast lacking PDR1 and PDR3 efflux regulators;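 active = every replicate shows inhibition above about 80%, whatever the replicate mean, limit read from the data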;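 also: 0% = DMSO neutral controls and 100% = 20 µM radicicol positive controls; yeast relying on Plasmodium falciparum Hsp90 in place of its own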
MOR-DOR inv ag – inverse agonist of human OPRM1-OPRD1 heterodimerization; P35372+P41143; cell-based MOR-DOR heterodimer luminescence, inverse agonism; inhibition, % at 9.3 µM; 340,000 compounds, 0.21% hits; in the data active = inhibition above about 22%, passing the limit was not always enough;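 also: 0% = cells with DMSO and 100% = wells without cells with DMSO; values of inactives mirror those of a sister screen read the other way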
OPRM1-OPRD1 ag – OPRM1-OPRD1 heterodimerization agonism; 340,000 compounds, 0.3% hits; activation, % at 9.3 µM; cells, luminescence; in the data active = activation above about 18%;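 also: 0% = vehicle-treated cells and 100% = reference agonist; values of inactives mirror those of a sister screen read the other way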
AddAB inh – less growth of phage-infected E. coli with AddAB; E. coli expressing H. pylori AddAB, absorbance growth; inhibition, % at 11.9 µM; 330,000 compounds, 0.29% hits; AID 435030; in the data active = inhibition above about 12%;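 also: 0% = vehicle wells of infected cells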
Pemphigus Ab inh – inhibitors of pemphigus antibody binding to human desmoglein-3 | DSG3-coupled beads, scFv-anti-DSG3-GFP binding, flow cytometry; active compounds read low | binding (percent of control), % at 10 µM | 310,000 compounds, 0.48% hits;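 active = binding more than 3 SD below its plate's average and above zero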;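 also: hits lower antibody fragment binding to DSG3; some compounds called inactive have numbers as strong as hits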
Target sequence (P32926 whole entry, looked up, the tested form may be a part): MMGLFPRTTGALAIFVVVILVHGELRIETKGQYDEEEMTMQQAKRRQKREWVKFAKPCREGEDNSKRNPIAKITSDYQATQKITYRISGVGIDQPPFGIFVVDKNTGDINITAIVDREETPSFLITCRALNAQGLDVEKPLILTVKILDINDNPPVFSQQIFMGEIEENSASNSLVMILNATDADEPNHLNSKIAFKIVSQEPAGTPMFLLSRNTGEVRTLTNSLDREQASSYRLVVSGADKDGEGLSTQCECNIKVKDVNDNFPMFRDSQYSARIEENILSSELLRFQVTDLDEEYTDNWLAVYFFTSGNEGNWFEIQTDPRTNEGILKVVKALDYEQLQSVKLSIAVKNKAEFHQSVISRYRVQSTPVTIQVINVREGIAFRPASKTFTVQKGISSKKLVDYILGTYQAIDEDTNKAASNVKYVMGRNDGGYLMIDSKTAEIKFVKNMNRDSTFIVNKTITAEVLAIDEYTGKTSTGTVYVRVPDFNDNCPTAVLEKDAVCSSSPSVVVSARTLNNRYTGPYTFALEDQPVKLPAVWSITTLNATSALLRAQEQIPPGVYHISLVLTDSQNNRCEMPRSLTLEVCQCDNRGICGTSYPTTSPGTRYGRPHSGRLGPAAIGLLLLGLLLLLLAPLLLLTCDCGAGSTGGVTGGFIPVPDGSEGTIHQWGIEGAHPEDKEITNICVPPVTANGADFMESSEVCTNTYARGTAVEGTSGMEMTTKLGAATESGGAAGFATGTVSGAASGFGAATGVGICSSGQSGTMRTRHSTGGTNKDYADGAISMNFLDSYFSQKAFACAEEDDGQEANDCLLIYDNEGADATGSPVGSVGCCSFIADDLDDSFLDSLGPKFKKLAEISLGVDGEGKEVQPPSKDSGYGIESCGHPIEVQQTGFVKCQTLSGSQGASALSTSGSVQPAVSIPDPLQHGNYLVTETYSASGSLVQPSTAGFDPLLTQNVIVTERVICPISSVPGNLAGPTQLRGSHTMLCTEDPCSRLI
phage Ecoli inh – E. coli growth loss with phage present; growth absorbance; inhibition, % at 11.9 µM; 360,000 compounds, 0.26% hits; AID 651602; in the data active = inhibition above about 11%
* marks the source's active call; other numbers are inactive results; . = not tested or not shown.

Order of values – HTR5A ag ctr, Mot1-301 SUMO, E coli growth, PKA-R1A activ, HTR5A inv ag, PfHsp90 set2, MOR-DOR inv ag, OPRM1-OPRD1 ag, AddAB inh, Pemphigus Ab inh, phage Ecoli inh
#1 Cc1ccc(C)c(N2CCN(S(=O)(=O)c3cn(C)cn3)CC2)c1
    -1, 38, 0.5, 13, 13, -16, 8, -1.5, 3.9, 103, 3.6
#2 CCCc1cc(=O)[nH]c(SCC(=O)N2CCN(S(=O)(=O)c3ccc4ccccc4c3)CC2)n1
    -2, 10, 2.6, 0, 8, 0, -2, 0.5, 3.4, -2.3*, 3.2
#3 Cc1cc(C)cc(Oc2ccccc2/C=C\C(=O)O)c1
    -1, 6, -0.4, 3, 6, ., -2, 0.4, 3.0, 100, 1.4
#4 CCCc1nnc(SCCSc2nnc(CCC)n2N)n1N
    -1, 6, -0.2, -17, 20, 15, 8, -1.7, 1.2, 98, 3.3
#5 Cc1ccc(NC(=O)COC(=O)[C@@H]2CCCN2C(=O)c2cccs2)cc1S(=O)(=O)N(C)C
    -3, -10, -0.8, 9, -4, 9, 12, -2.3, 2.6, 96, -0.6
#6 COc1cccc(/C=N/n2c(C3CCCCC3)n[nH]c2=S)c1
    1, 6, -3.6, -3, -3, 14, -27, 5.8, 1.3, 104, -0.4
#7 CCOC(=O)C1=NNC2(CC(=O)N(c3cccc(C)c3)C2=O)C1 (configuration not stated)
    6, 2, -0.7, -2, -7, 7, 11, -2.2, 2.9, 115, 1.0
#8 O=C(c1ccc(S(=O)(=O)NCC2CCCO2)cc1)N1CCc2ccccc21 (configuration not stated)
    6, 10, 0.3, -15, -16, 16, 2, -0.3, -0.8, 106, 1.9
#9 CCn1cc(CN2CCC(C(=O)Nc3cccc(-c4cccc(Cl)c4)c3)CC2)c(C)n1
    -3, 155, -1.0, 10, 7, 10, -4, 0.8, 0.1, 111, 1.5
#10 COc1ccc(Oc2ccc(C(F)(F)F)cc2NC(=O)c2ccc(OC)cc2)cc1
    -2, -17, 1.1, -3, -25, 26, -17, 3.4, 3.5, 109, -2.1
#11 COc1cc(C2C3=C(CCCC3=O)OC3=C2C(=O)CCC3)ccc1OCC(=O)Nc1ccccc1
    1, -5, 0.2, -10, 2, 0, 20, -3.7, -0.9, 104, 1.3
#12 S=C(NCC1CCCO1)N1CCc2ccccc2C1 (configuration not stated)
    3, -1, 2.6, -6, -8, -36, 1, -0.1, -0.6, 109, -0.7
#13 COc1cccc(CN2CC(C(=O)NC3CCCCCC3)CCC2=O)c1 (configuration not stated)
    -2, -7, 0.4, -8, 1, 0, 7, -1.3, 1.5, 101, 1.4
#14 COC(=O)c1[nH]c2ccccc2c1NC(=O)C(C)N1CC(C)OC(C)C1 (configuration not stated)
    ., -23, -0.3, ., ., 10, ., ., -1.7, 96, -0.1
#15 CC12CN3CC(C)(CN(C1)C3c1ccc([N+](=O)[O-])o1)C2=O (configuration not stated)
    -2, 1, -1.5, 13, 2, -63, -9, 2.0, 3.5, 93, 4.1
#16 O=C(NCCCN1CCOCC1)c1ccc(CS(=O)(=O)c2ccc(Br)cc2)o1
    -2, 0, 1.9, -2, 6, 6, 14, -2.8, 2.2, 109, 3.3
#17 CCn1c(SCC(=O)Nc2nc3ccc(OC)cc3s2)nnc1-c1ccoc1C
    -1, 7, -0.9, -4, -18, 14, 2, -0.4, 2.1, 81, 2.2
#18 COc1ccc(C2=NN(C(=O)c3cccs3)C(c3ccc(OC)cc3)C2)cc1 (configuration not stated)
    -2, 98, -0.3, -6, -11, -26, -2, 0.3, 1.1, ., 3.6
#19 Cc1cc(-c2ccccc2)nn1-c1nc2c(c(=O)[nH]c(=O)n2C)n1C
    -3, 14, -2.9, -12, 6, ., 12, -2.4, -0.2, 98, 2.6
#20 Cc1c(Cl)ccc2sc(NC(=O)c3ccco3)nc12
    -2, 119, -3.4, -21, 3, -10, -9, 1.7, -0.3, 102, 1.6
#21 CCOc1ccc(CCNC(=O)c2ccc3nc(N4CCOCC4)sc3c2)cc1OCC
    -3, -4, 0.1, -10, -39, -3, 9, -1.8, -0.7, 98, 2.6
#22 COc1cccc(CC(=O)OCC(=O)NNC(=O)c2ccc([N+](=O)[O-])cc2)c1
    8, 3, 0.7, 3, 2, 10, 11, -2.0, 0.4, 109, -0.1
#23 O=C(O)C1CC=CCC1C(=O)NNc1c(Cl)cc(Cl)cc1Cl (configuration not stated)
    1, -15, 1.6, 1, 9, -3, 1, -0.2, 2.4, 101, 2.6
#24 COC(=O)c1sc(S(=O)(=O)N2CCCCC2)c(C(=O)OC)c1C
    3, 3, -2.0, -11, -11, -13, 16, -3.2, 1.3, 98, 2.1
#25 S=C(NCc1ccccc1)NCC1COc2ccccc2O1 (configuration not stated)
    1, -19, 3.2, 0, -6, 4, -18, 3.5, 0.7, 102, 2.5
#26 N=C1C=CC(=C(c2ccc(N)cc2)c2ccc(N)cc2)C=C1
    -8, ., ., 2, 31*, 64, -4, 0.8, ., 78, 2.0
#27 COC(c1ccccc1)c1nnc(CCC(=O)NC2C3CC4CC(C3)CC2C4)o1 (configuration not stated)
    -3, 158, -0.8, -1, 7, 1, 12, -2.4, -1.4, 93, 5.5
#28 CCCCCCCOC(=O)C1=C(C)Nc2ncnn2C1c1cccs1 (configuration not stated)
    1, 30, -0.6, 1, -18, ., -5, 0.9, 1.6, 94, 1.2
#29 COc1ccc(C(=O)OCC(=O)NC(C)CCc2ccccc2)c(OC)c1 (configuration not stated)
    2, -8, 0.5, -12, -9, -30, 14, -2.9, 0.0, 102, 1.4
#30 Cc1ccc(S(=O)(=O)NC2(C(F)(F)F)NC(=O)N(Cc3ccccc3)C2=O)cc1 (configuration not stated)
    -8, -10, 0.2, -6, 20, ., 12, -2.4, 6.2, 100, -0.7
#31 O=C(NCC(c1ccco1)N1CCc2ccccc2C1)c1ccc(Cl)c([N+](=O)[O-])c1 (configuration not stated)
    3, 3, 0.0, -15, -10, ., -26, 4.0, -0.5, 109, 1.6
#32 CSc1ccc(Cl)c(C(=O)Nc2ccc(C)cn2)c1
    -2, 31, 2.2, -6, 13, ., -2, 0.4, 1.4, 104, 0.1
#33 COc1ccc(OC)c(/C=N/NC(=O)c2cc[n+](Cc3ccccc3)cc2)c1
    9, 21, 3.1, 12, -29, -6, 12, -2.3, 2.3, 84, 2.7
#34 CCN(CC)C(=O)C1=C(C)Nc2nc3ccccc3n2C1c1cccc(OC)c1 (configuration not stated)
    -3, ., -1.2, -6, -6, ., 7, -1.4, 2.2, 71, -1.0
#35 CCc1ccc(/C=N/NC(=S)NCCc2ccccc2)cc1
    0, ., 0.9, 5, 0, -10, -10, 1.8, 0.5, 105, 2.0
#36 CC1=CC(=O)O[C@@H]1[C@@]1(C)C[C@H]2OC(=O)C[C@H]3[C@@H](C)C(=O)C(O)=C1[C@@]23CO
    3, 14, -3.2, 2, 2, 5, 1, -0.2, -0.5, ., 3.1
#37 CCN(CC)C(=O)CSc1nc2sc3c(c2c(=O)n1CCCOC)CCC3
    2, -2, -0.9, 3, -6, -10, 7, -1.5, 4.5, 102, 1.3
#38 c1ccc(-n2c(SCC3CCCCO3)nnc2-c2cccs2)cc1 (configuration not stated)
    -4, -4, -1.8, -2, 9, -2, -16, 2.5, 0.3, 97, 2.0
#39 O=C(Cn1c(C(F)(F)F)nc2ccccc21)c1ccc(F)cc1
    0, -1, 1.4, -1, 1, 2, 20, -3.4, 1.9, 101, 2.6
#40 CCOC(=O)N1CCN(C(=O)c2ccc(CS(=O)Cc3ccc(C)cc3)o2)CC1 (configuration not stated)
    -2, -1, 1.3, -4, -30, 22, 9, -1.7, 1.1, 94, 3.2
#41 COC(=O)c1cc(CNC(=O)c2ccccc2OCc2c(C)noc2C)ccc1OC
    -2, 1, -2.0, -4, 5, 24, 2, -0.5, -1.4, 112, 3.4
#42 CCOc1ncccc1C(=O)OCC(=O)NCc1ccc(C(=O)OC)cc1
    -1, -24, 0.3, -14, 2, 0, 17, -4.3, 2.4, ., 1.3
#43 Cc1ccc2c(c1)N(C(=O)CCC(=O)O)CCO2
    -3, -12, 1.9, -3, -12, -20, 8, -1.4, 2.6, 114, 2.9
#44 CCN(CC)C(=O)Cn1cc(C(=O)C(=O)N2CCN(Cc3ccccc3)CC2)c2ccccc21
    -1, 18, -0.5, 4, 7, -7, 20, -4.0, 1.2, 111, 2.5
#45 O=C(Nc1ccc(Cl)c(Cl)c1)Nc1nnc(CSc2ccccc2)s1
    8, -14, 0.8, 1, 10, -13, -3, 0.6, 0.7, 112, 3.8
#46 COc1cccc(CN(CC(=O)NCC2CCCO2)C(=O)CNS(=O)(=O)c2ccccc2)c1 (configuration not stated)
    -4, -15, 1.6, -13, -9, ., 11, -1.9, 2.7, 126, 5.4
#47 CCCn1c(NCc2ccccn2)nc2ccccc21
    4, 20, -0.4, -10, -14, 8, 15, -2.5, 1.0, 104, 2.1
#48 Clc1ccc(-c2csc(NNC3=NCCCCC3)n2)cc1
    -4, -23, -1.6, 4, -24, 3, 5, -0.9, -2.8, 107, 1.6
#49 CC(=O)c1c(C)[nH]c(C(=O)OCC(=O)Nc2ccc3[nH]c(=O)[nH]c3c2)c1C
    3, -2, 2.0, -6, 6, 13, 4, -0.5, 1.4, 105, 5.4
#50 Cc1ccc(NC(=O)[C@H](NC(=O)[C@@H]2Cc3ccccc3CN2)c2ccccc2)cc1C
    4, 4, 1.0, -3, -2, -59, 7, -1.2, 5.5, ., 3.5
#51 O=C(Nc1ccc(F)cc1F)Nc1ccccc1C(=O)NCCN1CCNC1=O
    ., -10, -0.5, ., ., ., ., ., 3.3, 88, 1.6

Copied from the list.
Result of `Clc1ccc(-c2csc(NNC3=NCCCCC3)n2)cc1` under HTR5A ag ctr: -4
Result of `CC(=O)c1c(C)[nH]c(C(=O)OCC(=O)Nc2ccc3[nH]c(=O)[nH]c3c2)c1C` under HTR5A ag ctr: 3

Source: PubChem BioAssay (several laboratories)
